Screens (PubChem BioAssay)
HCV NS3 hel inh – inhibitors of HCV NS3 helicase, primary screen, biochemical, Cy5 molecular beacon fluorescence; AID 1800, 2009; 290,000 compounds, 0.56% hits; NS3 helicase DNA unwinding; inhibition, % at 10.9 µM; Hepatitis C virus NS3 helicase;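 active means inhibition above the mean of all tested compounds plus 3 SD, set per campaign, cut at about 35% in these data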;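 further: 0% = DMSO wells and 100% = thioflavine S control wells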
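System: Hepatitis C virus NS3 helicase domain fragment enzyme | Reagent: Annealed dual-labelled DNA beacon duplex, ATP-started | Compound dosing: 10.9 µM single point, 0.8% DMSO | Incubation: 1 h reaction at 25 °C, ATP-initiated | Technique: Cy5 fluorescence | Evaluation: Percent inhibition from t60/t0 fluorescence ratio | Benchmarks: Low DMSO, high thioflavine S at 110 µM | Replication: Singlicate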
pCIP destab – p/CIP-EGFP fusion destabilizers, primary screen, fluorescence, F442A cells. Q05BA5. 290,000 compounds, 0.01% hits. 16 h. decrease of EGFP signal, % at 10 µM;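 active means EGFP signal decrease of at least 30% at 10 µM or well 3 SD below plate mean, unless failing retest; inactive means the rest, including hits failing retest or dose response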; further: some compounds called inactive have numbers as strong as hits; many of its hits are not listed in these tables
CRFR2-BP antag – antagonists of CRF-BP/CRF-R2 complex, primary screen, cell-based, HEK293, calcium dye fluorescence, uHTS; CRF-induced calcium fluorescence; inhibition, % at 11.8 µM; 350,000 compounds, 0.59% hits;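 active means inhibition of the ligand-induced calcium signal above about 50% at the single tested concentration, limit read from the data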
IDE cell activ – human IDE activators in live cells, primary screen, fluorescence polarization, HEK cells, FAbeta-B substrate; Insulin-degrading enzyme (Homo sapiens), P14735; activation, % at 5.96 µM; 340,000 compounds, 0.073% hits; FAbeta-B cleavage; 0% vehicle, 100% cell-free pure enzyme wells;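 active means activation above the mean of all tested compounds plus 3 SD, set per screening campaign, cut at about 17% in these data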
IMP-1 inh – IMP-1 metallo-beta-lactamase inhibitors, primary screen, biochemical, epi-absorbance readout, Pseudomonas aeruginosa enzyme; purified IMP-1, nitrocefin hydrolysis, epi-absorbance fluorescence; AID 1556, 2009; 290,000 compounds, 0.45% hits; inhibition, % at 5.6 µM;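 active means inhibition above the mean plus 3 SD of all compounds in the same screening run, cut at about 4.5% in these data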;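 further: 0% = IMP-1 with DMSO and 100% = DMSO wells lacking enzyme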
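Test system: recombinant IMP-1 enzyme, purified / Medium: HEPES buffer pH 7.1 with ZnSO4 and Brij 35 / Doses: single dose, 5.6 µM / Times: 25 °C, 15 min preincubation, 25 min reaction / Detection: Epi-absorbance via hydrolysed-nitrocefin quenching of white-plate fluorescence, 480/530 nm, EDTA stop / Evaluation: percent inhibition from optical density relative to buffer-blank wells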
VIM-2 inh – VIM-2 metallo-beta-lactamase inhibitors, primary screen, biochemical, epi-absorbance readout, Pseudomonas aeruginosa enzyme. purified VIM-2, nitrocefin hydrolysis, epi-absorbance fluorescence. inhibition, % at 5.6 µM. 290,000 compounds, 0.89% hits. AID 1527, 2009;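 active means inhibition above the mean of all tested compounds plus 3 SD, cutoff set per screening run, cut at about 7.5% in these data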;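 further: red hydrolysis product quenches plate fluorescence so inhibitors raise well fluorescence; 0% = enzyme with DMSO and 100% = DMSO without enzyme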
GalR3 antag – GalR3 antagonists in HEK293 cells, primary screen, cell-based, fluorescence readout. HEK293 GalR3-CNG cAMP membrane potential fluorescence; galR3 body fused to GalR1 C-terminus. inhibition, % at 3 µM. 360,000 compounds, 0.44% hits;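 active means inhibition above the screen-wide average plus 3 SD, cut at about 13% in these data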;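 further: forskolin and galanin both at EC90 stimulate the cells; cAMP rise reported by CNG channel membrane potential dye signal; 0% = forskolin plus galanin with DMSO and 100% = forskolin alone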
Target sequence (O60755 1-299 limits assumed): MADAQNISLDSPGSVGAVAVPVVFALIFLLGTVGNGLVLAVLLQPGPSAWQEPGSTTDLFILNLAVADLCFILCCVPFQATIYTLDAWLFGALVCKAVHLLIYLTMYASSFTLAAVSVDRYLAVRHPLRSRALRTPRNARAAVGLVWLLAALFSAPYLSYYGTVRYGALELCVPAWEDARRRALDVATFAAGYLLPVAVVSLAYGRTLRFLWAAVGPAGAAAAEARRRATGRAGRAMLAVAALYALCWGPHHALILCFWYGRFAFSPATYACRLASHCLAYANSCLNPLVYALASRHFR
IDE inh – human IDE inhibitors in live cells, primary screen, fluorescence polarization, HEK cells, FAbetaB substrate; 320,000 compounds, 0.41% hits; AID 434962, 2010; inhibition, % at 5.59 µM; FAbetaB cleavage;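 active means percent inhibition above the average of all tested compounds plus 3 SD, set per screening campaign, cut at about 16% in these data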;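 further: IDE supplied by intact live HEK cells; FP after avidin binding of uncleaved biotin substrate so inhibition keeps polarization high; 0% = DMSO wells and 100% = 60 µM reference IDE inhibitor Ii1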
SUMO HTRF inh – inhibitors of in vitro SUMOylation cascade, primary screen, biochemical, HTRF, uHTS | SUMO-conjugating enzyme UBC9 (Homo sapiens), P63279 | HTRF SUMOylation assay, SAE1/SAE2 + UBC9 | inhibition, % at 35 µM | 290,000 compounds, 0.36% hits; in the data active means inhibition above about 50%, passing the limit was not always enough; further: strong numbers were not always called active
Target sequence (P63279 whole entry, looked up): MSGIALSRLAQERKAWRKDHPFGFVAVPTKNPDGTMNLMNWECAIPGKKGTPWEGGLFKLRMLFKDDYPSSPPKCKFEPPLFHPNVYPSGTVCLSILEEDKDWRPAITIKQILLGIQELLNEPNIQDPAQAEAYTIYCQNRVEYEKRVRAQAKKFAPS
Starred values were filed as active, the others as inactive; . = no result given; & = joins results of further samples.

SMILES	HCV NS3 hel inh	pCIP destab	CRFR2-BP antag	IDE cell activ	IMP-1 inh	VIM-2 inh	GalR3 antag	IDE inh	SUMO HTRF inh
CC(C)c1ccc(NC(=O)C(c2ccccc2)N2CCN(C=O)CC2)cc1 (stereo not given)	0	8	-5	1	-0.3	0.8	-4	1	-19
Cc1cc(NC(=O)CCN2C(=O)/C(=C\c3ccccc3Cl)SC2=S)no1	9	14	-12	1	-1.2	-0.5	-3	4	28
Cc1ncsc1CCSc1nc2ccccc2c(=O)n1C	1	-14	-2	-1	-2.8	21*	-5	7	-2
CCCCOCCCNC(=O)c1cccc(OC)c1	-11	-3	-10	6	-1.2	-0.9	-1	-2	2
CC(=O)NC1=NN(C(C)=O)C(C)(c2ccccc2)S1 (stereo not given)	0	-9	14	2	-2.4	-5.1	1	-1	-2
O=C(O)c1ccc(N2C(=O)CC(Cc3ccccc3)C2=O)cc1 (stereo not given)	15	-11	-6	2	-0.5	2.3	-2	-4	10
Cc1ccc(NC(=O)CSc2ncc(-c3ccccc3)n2C(=O)c2ccccc2)cc1	-5	-7	-9	1	-3.2	-7.6	-6	1	15
CC(C)=CCCC1(C)C=Cc2c(ccc3c2[nH]c2cc(O)c(C)cc23)O1 (stereo not given)	4	3	-10	15	-1.1	-2.5	-6	-7	-16
CCC1CCCCN1CCCNC(=O)C1CCC(Cn2c(=O)[nH]c3ccccc3c2=O)CC1 (stereo not given)	1	-7	-25	1	-3.3	-4.8	-5	2	-1
CC(CNc1ccccc1O)C(=O)O (stereo not given)	14	-10	9	2	0.0	-0.1	1	3	19
O=C(CC1C(=O)NCCN1Cc1ccc(-c2ccccc2)cc1)NCCOc1cccnc1 (stereo not given)	-17	-3	-1	3	-1.7	0.1	-3	1	0
COC(=O)c1c(NC(=O)CCNCc2ccco2)sc2c1CCC2	-21	-9	13	3	-1.5	5.2	-7	2	1
CNc1c([N+](=O)[O-])cnn1-c1ccc(F)cc1	4	-12	7	4	-3.2	-3.3	-8	-1	23
C=CCN1C(=O)[C@]2(c3ccccc31)C1CCCC=C1C(C#N)=C(N)C2(C#N)C#N (stereo not given in full)	10	-8	12	-1	-2.3	-0.2	-3	5	22
CCC(=O)N1CCc2cc(S(=O)(=O)CCC(=O)Nc3cccc(C)n3)ccc21	1	5	0	5	-3.0	-0.7	-4	-4	0
Cc1nnc(SCC(=O)NNC(=O)c2ccc(Br)cc2)n1C	-1	-23	-14	.	-3.0	-5.6	2	4	17
N=C(N)SCc1nc2ccccc2c(=O)n1-c1ccccc1	7&22	4&1	-8&-3	-3&-5	-1.6&-1.0	1.2&-1.8	-3&1	-2&11	-5&3
CCCCC(C(=O)O)C(C)CC(=O)Nc1nncs1 (stereo not given)	1	9	77*	6	-3.6	-1.9	3	-1	-1
Cc1cc(C)c(OCC(=O)Nc2ccc(N3CCOCC3)cc2)c(Br)c1	-16	-7	.	2	-2.4	-2.0	-2	1	-10
COc1ccc(S(=O)(=O)N2CCN(c3nc4ccccc4nc3-n3nc(C)cc3C)CC2)cc1	-6	6	.	.	-2.4	-2.1	.	.	7
O=C(Cn1nc(-c2ccc3c(c2)OCCO3)ccc1=O)Nc1ccc(N2CCOCC2)cc1	-1	-5	.	.	-3.3	-0.8	.	-1	-7
CCC(C(=O)Nc1c2c(nn1C(C)(C)C)CS(=O)(=O)C2)c1ccccc1 (stereo not given)	-1	-15	-4	5	0.5	-1.1	-3	-2	-1
CCn1cc(C(=O)NCc2ccc(OC)cc2)c(=O)c2ccc(C)nc21	-9	-1	13	0	1.9	0.3	-9	-1	16
c1ccc(COCCCn2cc(-c3ccccc3)nn2)cc1	3	6	-8	-3	-0.3	-0.6	-2	2	8
CCOc1ccc(/C=N/NC(=O)c2ccc(Cn3cc([N+](=O)[O-])cn3)o2)cc1	0	-15	-5	1	-3.0	-2.5	-1	4	14

Single entries from above:
CC(=O)NC1=NN(C(C)=O)C(C)(c2ccccc2)S1 (stereo not given) | pCIP destab = -9
CCOc1ccc(/C=N/NC(=O)c2ccc(Cn3cc([N+](=O)[O-])cn3)o2)cc1 | IDE cell activ = 1
Cc1cc(C)c(OCC(=O)Nc2ccc(N3CCOCC3)cc2)c(Br)c1 | IDE inh = 1
Cc1ccc(NC(=O)CSc2ncc(-c3ccccc3)n2C(=O)c2ccccc2)cc1 | VIM-2 inh = -7.6
CNc1c([N+](=O)[O-])cnn1-c1ccc(F)cc1 | pCIP destab = -12
COC(=O)c1c(NC(=O)CCNCc2ccco2)sc2c1CCC2 | IDE inh = 2

Additional results.
SMILES	HCV NS3 hel inh	pCIP destab	CRFR2-BP antag	IDE cell activ	IMP-1 inh	VIM-2 inh	GalR3 antag	IDE inh	SUMO HTRF inh
Cc1cc(OC(C)C(=O)NCCCN2CCOCC2)c2c(C)cc(=O)oc2c1 (stereo not given)	7	-5	14	2	-0.8	1.2	9	2	32
COC(=O)[C@H](C)NC(=O)Nc1cccc(C)c1	10	-16	-3	3	-2.2	-1.4	-2	0	29
Cc1ccccc1-n1c(=O)cc(N2CCC3(CC2)OCCO3)[nH]c1=O	8	-9	18	-8	-2.9	-1.0	-8	-2	5
CCN(CC)S(=O)(=O)c1ccc(C)c(NC(=S)NNC(=O)C2CC2)c1	-3	-15	-11	7	-3.2	4.3	-4	0	-13
CC(C)(C)[C@H]1COC(=O)CC/C=C\C[C@@H](CC(=O)N[C@H](CO)Cc2ccccc2)C(=O)N1	.	.	4	-5	.	.	-3	-2	.
CCCCC(CC)CNC(=O)/C=C/c1ccc(F)cc1 (stereo not given)	-7	1	.	.	-2.6	-0.5	.	5	-34
Cc1nc2c(-c3ccccc3)c(C)nn2c(C)c1CCC(=O)O	8	-12	19	4	-1.1	-4.6	-1	2	-3
O=c1cc(CSc2nnc(-c3cccs3)n2Cc2ccccc2)nc2sc3ccccc3n12	0	-28	7	-9	-1.8	2.2	74*	-1	32
CC1CCC(NCCNC(=O)c2ccco2)CC1 (stereo not given)	1	8	-5	2	-0.8	-2.4	-6	0	11
Cc1ccc(C(=O)NCCNc2ccc([N+](=O)[O-])cc2C(F)(F)F)cc1	-8	-5	13	-6	-2.3	1.5	-4	-1	-12
CCOC(=O)c1ccccc1NC(=O)Cn1c(-c2nonc2N)nc2ccccc21	8	-5	14	4	-3.8	-3.0	0	-2	3
Cc1cccc(N(Cc2cc3cc(C)ccc3[nH]c2=O)C(=O)c2cccs2)c1	5	-5	-1	5	-1.1	-2.9	-1	-5	-8
CCN(CC)S(=O)(=O)c1ccc(NC(=O)CN(c2ccc(OC)cc2OC)S(C)(=O)=O)cc1	-7	-1	7	3	-3.2	-3.6	-3	2	7
Cc1ccccc1NS(=O)(=O)c1cccc(-c2nnc(-c3ccccc3)o2)c1	-3	-3	13	3	-2.8	-2.4	-2	5	8
O=C(CN1C(=O)c2ccccc2S1(=O)=O)Nc1ccc(S(=O)(=O)N2CCCCCC2)cc1	-9	-11	0	3	0.7	-1.0	-2	5	5
COc1ccc(S(=O)(=O)NNC(=O)Nc2ccc(F)cc2F)c(OC)c1	-1	0	1	5	-1.4	0.5	-1	-3	1
O=C(Oc1ccc2c(-c3ccccc3)cc(=O)oc2c1)C1CCCCC1	-5	0	-14	8	-4.3	-2.9	-1	7	-10
CC1CNc2c(cccc2S(=O)(=O)N[C@@H](CCCN=C(N)N)C(=O)N2CC[C@@H](C)C[C@@H]2C(=O)O)C1 (stereo not given in full)	-12	-1	.	.	-2.2	-2.4	.	.	-2
CN1C/C(=C/c2ccncc2)C(=O)/C(=C/c2ccncc2)C1	1	-6	2	-3	0.1	0.3	-5	4	0
CCc1c(C(=O)c2ccc(Cl)cc2)oc2c(C)c3oc(=O)cc(C)c3cc12	-1	-2	2	.	-0.4	-0.9	.	5	7

Part of the list above, with two lines to a compound:
Every second line gives: HCV NS3 hel inh, pCIP destab, CRFR2-BP antag, IDE cell activ, IMP-1 inh, VIM-2 inh, GalR3 antag, IDE inh, SUMO HTRF inh
> CCN(CC)S(=O)(=O)c1ccc(C)c(NC(=S)NNC(=O)C2CC2)c1
 : -3, -15, -11, 7, -3.2, 4.3, -4, 0, -13
> O=c1cc(CSc2nnc(-c3cccs3)n2Cc2ccccc2)nc2sc3ccccc3n12
 : 0, -28, 7, -9, -1.8, 2.2, 74*, -1, 32
> O=C(CN1C(=O)c2ccccc2S1(=O)=O)Nc1ccc(S(=O)(=O)N2CCCCCC2)cc1
 : -9, -11, 0, 3, 0.7, -1.0, -2, 5, 5
> CCCCC(CC)CNC(=O)/C=C/c1ccc(F)cc1 (stereo not given)
 : -7, 1, ., ., -2.6, -0.5, ., 5, -34

2 entries drawn at random from those above, as already listed:
SMILES	HCV NS3 hel inh	pCIP destab	CRFR2-BP antag	IDE cell activ	IMP-1 inh	VIM-2 inh	GalR3 antag	IDE inh	SUMO HTRF inh
Cc1cc(OC(C)C(=O)NCCCN2CCOCC2)c2c(C)cc(=O)oc2c1 (stereo not given)	7	-5	14	2	-0.8	1.2	9	2	32
CN1C/C(=C/c2ccncc2)C(=O)/C(=C/c2ccncc2)C1	1	-6	2	-3	0.1	0.3	-5	4	0

VIM-2 inh: what is marked active above.
SMILES	HCV NS3 hel inh	pCIP destab	CRFR2-BP antag	IDE cell activ	IMP-1 inh	VIM-2 inh	GalR3 antag	IDE inh	SUMO HTRF inh
Cc1ncsc1CCSc1nc2ccccc2c(=O)n1C	1	-14	-2	-1	-2.8	21*	-5	7	-2
